High-throughput results (PubChem BioAssay)
PGK inhibitor: qHTS Assay to Find Inhibitors of Phosphoglycerate Kinase. Phosphoglycerate kinase, glycosomal (Trypanosoma brucei brucei), P07378. PGK/GAPDH coupled, Kinase-Glo luminescence, 60 min. Potency, µM (highest dose often 57.5 µM), for the others: at the highest dose activity change, negative = inhibition, most hits filed as inhibitors. actives 0.043% (n = 380,000). AID 602233, 2012; further: on the % scale 0 is the no-effect control and ±100 the full control effect; nearly all actives have a fitted effect of over 60% in size
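Recombinant glycosomal PGK reaction used 1,3-bisphosphoglycerate generated in-well by GAPDH (100nM final) in 100mM TEA pH 7.6, 5mM MgCl2, 0.01% Tween-20. After 60 minutes at room temperature, ATP was read by Kinase-Glo Plus luminescence end-point.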
rTrxR1 inhibitor: qHTS Assay for Inhibitors of Mammalian Selenoprotein Thioredoxin Reductase 1 (TrxR1): qHTS | Thioredoxin reductase 1, cytoplasmic (Rattus norvegicus), O89049 | recombinant rTrxR1, NADPH fluorescence consumption, selenite substrate | Potency, µM (doses to about 114 µM), for the others: at the top dose activity change, negative = inhibition, most hits filed as inhibitors | actives 1% (n = 390,000); further: on the % scale 0 is the no-effect control and ±100 the full control effect; nearly all actives have a fitted effect of over 65% in size
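Rat TrxR1 (90 nM in the dispensed reagent) was pre-reduced with 400 uM NADPH for 5 min at room temperature, then incubated with compound for 15 min. After 400 uM selenite was added, NADPH fluorescence (Ex 340/Em 450 nm) was followed for 8 min.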
HP1b chromo inh: HTS for Inhibitors of HP1-beta Chromodomain Interactions with Methylated Histone Tails | Chromobox protein homolog 1 (Homo sapiens), P83916 | AlphaScreen HP1-beta / biotin-H3K9me3 peptide binding | Potency, µM (highest dose often 114 µM), inactives show top-dose activity change, negative = inhibition, most hits filed as inhibitors | actives 0.56% (n = 390,000) | AID 540317, 2011; further: nearly all actives have a fitted effect of over 70% in size; inactives centre near 23
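AlphaScreen: HP1-beta (50 nM) preformed 30 min with biotin-H3(1-18)K9me3 peptide (50 nM) in PBS pH 7.4, 0.01% Tween-20. Compound added for 30 min at RT, then streptavidin donor/nickel chelate acceptor beads (10 ug/mL) for 30 min.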
12-LOX inh: Primary qHTS assay for inhibitors of human arachidonate 12S-lipoxygenase (ALOX12): Round 2; Polyunsaturated fatty acid lipoxygenase ALOX12 (Homo sapiens), P18054; purified 12hLO, xylenol orange hydroperoxide absorbance; Potency, µM (highest dose often 108 µM), for the others: top-dose activity change, negative = inhibition, actives largely listed as inhibitors; actives 1.1% (n = 580,000); further: on the % scale 0 is the no-effect control and ±100 the full control effect
Target sequence (P18054 whole entry, looked up): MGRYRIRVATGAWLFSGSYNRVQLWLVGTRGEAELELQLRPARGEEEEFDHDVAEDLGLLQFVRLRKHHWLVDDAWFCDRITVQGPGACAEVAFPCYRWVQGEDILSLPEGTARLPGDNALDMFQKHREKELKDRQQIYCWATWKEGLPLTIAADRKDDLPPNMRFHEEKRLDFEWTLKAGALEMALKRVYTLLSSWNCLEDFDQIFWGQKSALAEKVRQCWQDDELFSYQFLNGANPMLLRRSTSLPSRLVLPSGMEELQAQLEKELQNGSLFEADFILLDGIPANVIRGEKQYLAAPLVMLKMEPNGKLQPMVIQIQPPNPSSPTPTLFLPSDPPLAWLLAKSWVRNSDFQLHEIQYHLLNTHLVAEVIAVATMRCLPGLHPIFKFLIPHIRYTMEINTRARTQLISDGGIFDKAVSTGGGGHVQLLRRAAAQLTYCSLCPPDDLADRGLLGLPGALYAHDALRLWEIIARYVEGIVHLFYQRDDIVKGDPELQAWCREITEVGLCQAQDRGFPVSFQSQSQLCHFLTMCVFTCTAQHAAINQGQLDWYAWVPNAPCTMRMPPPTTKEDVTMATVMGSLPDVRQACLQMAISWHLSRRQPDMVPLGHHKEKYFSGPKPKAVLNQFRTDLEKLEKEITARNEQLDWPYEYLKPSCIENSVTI
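Purified human 12hLO at 150 nM in 25 mM Hepes, 0.01% Triton X-100, pH 7.0, preincubated 15 min at room temperature with compound. Reaction started with 40 uM arachidonic acid, 30 min at room temperature. Hydroperoxide measured by Fe-xylenol orange, 573/405 nm absorbance ratio.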
JMJD2A Tudor inh: qHTS Assay for Inhibitors of JMJD2A-Tudor Domain; Lysine-specific demethylase 4A (Homo sapiens), O75164; AlphaScreen JMJD2A-Tudor / H3K4me3 peptide binding; Potency, µM (highest dose often 114 µM), inactives show at the highest dose activity change, negative = inhibition, most hits filed as inhibitors; actives 4.4% (n = 390,000); further: on the % scale 0 is the no-effect control and ±100 the full control effect; nearly all actives have a fitted effect of over 50% in size
RGS4 inhibitor: Inhibitors of Regulator of G Protein Signaling (RGS) 4: qHTS; Regulator of G-protein signaling 4 (Homo sapiens), P49798; Transcreener GDP fluorescence polarization, RGS4-accelerated GTP hydrolysis; Potency, µM (top dose mostly 114 µM), inactives show at the highest dose activity change, negative = inhibition, actives largely listed as inhibitors; actives 0.039% (n = 390,000); AID 504845, 2011; further: on the % scale 0 is the no-effect control and ±100 the full control effect; nearly all actives have a fitted effect of over 75% in size; some results filed as inactive show a strong effect at the top dose
Target sequence (P49798 whole entry, looked up): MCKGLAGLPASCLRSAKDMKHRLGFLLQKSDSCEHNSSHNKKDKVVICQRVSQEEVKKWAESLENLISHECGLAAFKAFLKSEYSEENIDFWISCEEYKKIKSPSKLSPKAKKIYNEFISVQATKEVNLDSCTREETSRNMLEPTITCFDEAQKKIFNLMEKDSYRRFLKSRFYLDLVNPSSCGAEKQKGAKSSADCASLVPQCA
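MLSMR compounds (23 nl, pin-transferred) preincubated 10 min at room temperature with a 500nM (2x) first reagent, then RGS4 at 900nM (2x) plus Transcreener GDP mix added; fluorescence polarization (620/688 nm) read before and after 90 min at 30 °C.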
ERG-DNA inh: qHTS for Small Molecule Inhibitors of the ERG Ets/DNA interaction. Transcriptional regulator ERG (Homo sapiens), P11308. fluorescence polarization, His-ERG Ets domain / labelled DNA. Potency, µM (doses to about 76.9 µM), for the others: at the highest dose FP activity, negative = inhibition, hits mostly inhibitors. actives 0.028% (n = 370,000); active means well fitted inhibition curve with a large enough effect in the polarisation, with a control signal flat; inconclusive means small, poorly fitted or top-dose-only effect, or effect the other way, or a change in a side signal; inactive means no such curve, though single readings can be large or run the other way; the % refers to the polarisation;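 further: polarization taken with two DNA probes labelled with fluorescein and Texas red; % of control where 0% means no effect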
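His-tagged ERG Ets domain (1 uM in the protein solution; 300mM KCl, 50mM Tris-HCl, 1mM EDTA, 1mM DTT, pH 7.5) received compound, then a probe mix of 5 nM fluorescein-DNA and 100nM Texas-615-DNA. Fluorescence polarization was read for both dyes.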
GLS inhibitor: qHTS for Inhibitors of Glutaminase (GLS). Glutaminase kidney isoform, mitochondrial (Homo sapiens), O94925. GLS enzymatic activity, qHTS titration. Potency, µM (highest dose often 45.5 µM), for inactives: at the highest dose activity change, negative = inhibition, most hits filed as inhibitors. actives 0.21% (n = 410,000). AID 624170, 2012; further: on the % scale 0 is the no-effect control and ±100 the full control effect
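Two-point fluorescence kinetic (t0, 30 min RT) for hKGA; glutamate detected via glutamate oxidase–HRP–Amplex Red. Substrate: 1 mM L-glutamine solution; buffer 45 mM KH2PO4, pH 8.2.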
Pin1 inh: qHTS Assay to Find Inhibitors of Pin1 | actives 0.009% (n = 390,000) | Pin1 FP peptide displacement, HiFluor488, 10 min | Potency, µM (highest dose often 115 µM), without a hit: top-dose activity, negative = inhibition, actives largely listed as inhibitors; active means well fitted inhibition curve with a large enough effect in the polarisation, with a control signal flat, not every such curve was filed as active; inconclusive means small, poorly fitted or top-dose-only effect, or effect the other way, or a change in a side signal; inactive means no such curve, though single readings can be large or run the other way; the % refers to the polarisation; further: on the % scale 0 is the no-effect control and ±100 the full control effect
Target sequence (Q13526 whole entry, looked up): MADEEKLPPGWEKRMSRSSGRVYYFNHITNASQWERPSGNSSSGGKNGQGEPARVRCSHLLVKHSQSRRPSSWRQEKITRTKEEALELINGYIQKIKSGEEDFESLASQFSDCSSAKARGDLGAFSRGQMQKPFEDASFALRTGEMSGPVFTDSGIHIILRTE
* = called active by the depositor; i = inactive; ? = inconclusive; nt = no result given; [ ] = dose if it differs, or a comment. Unless noted, the call rests on the fitted dose curve; in most records, active means well fitted curve in the direction sought with a large enough effect; inconclusive means small, poorly fitted or top-dose-only effect, or another doubt; inactive means no such curve, though single readings can be large; an effect the other way counts as inactive or inconclusive. Potency means the concentration at half of the fitted maximal effect. Only part of the results is shown. The share of hits here may be higher or lower than overall.

Each structure is followed by: Pin1 inh | GLS inhibitor | PGK inhibitor | 12-LOX inh | rTrxR1 inhibitor | ERG-DNA inh | JMJD2A Tudor inh | RGS4 inhibitor | HP1b chromo inh
> Cc1ccc(Sc2c(C)nn(-c3ccccc3)c2OC(=O)CC(C)C)cc1
  -5% | 4% | nt | ? | 40%[activator] | -11% | 16% | -43% | 77%[activator]
> NCCC1CCCC(CCN)N1 (configuration not stated)
  -1% | -3% | 8% | -9% | 12%[57.1 µM] | 0% | -7% | -2%[56.9 µM] | 23%
> CC1(C)CCC/C(=C\c2ccccc2)C1=O
  5% | 2% | -8% | -2% | -1% | 0% | 30% | -10% | 78%[activator]
> CCOC(=O)c1sc(NC(=O)CSc2nnc(-c3ccco3)o2)c(C(=O)OCC)c1C
  11% | -18% | i | 1% | 23%[57.1 µM] | 6% | -12%[11.4 µM] | 5%[11.4 µM] | 28%
> Cc1nc(C(=O)Nc2ccc(Cl)cc2)sc1C1(C)CC(c2ccccc2)=NO1 (configuration not stated)
  -4% | -2% | 6% | -3% | 45%[activator] | -5% | 7% | -1% | 36%
> C=CCn1c(SCC(=O)NCC(=O)OCC)nnc1-c1cccc(OC)c1
  11% | -17% | i | -5% | 21% | 2% | -16%[11.4 µM] | 6%[11.4 µM] | 68%[activator]
> COc1ccc(NC(=O)CC2C(=O)N(c3ccc(F)cc3)C(=O)N2Cc2cccnc2)cc1 (configuration not stated)
  -1% | 2% | -3% | -17% | 9% | 1% | 4% | -16% | 57%[activator]
> Cc1csc(NC(=O)c2sccc2C)n1
  -6% | 21% | ? | -3% | 10% | 5% | -23% | -8%[56.9 µM] | 61%[activator]
> COc1ccc(OC)c(-c2cc(C(=O)NCCc3ccccc3)c3c(-c4ccc(C)cc4)[nH]nc3n2)c1
  1% | -13% | 3% | -19% | 27%[57.1 µM] | 3% | -19% | -1% | 15%
> CN1C(=O)C(C)(C)c2cc(S(=O)(=O)N3CCCC3C(=O)NCc3ccccc3Cl)ccc21 (configuration not stated)
  -4% | 1% | 0% | 412%[activator] | 6%[57.1 µM] | 1% | -14% | -20% | 76%[activator]

Four entries from above, reformatted.
Pin1 inh	GLS inhibitor	PGK inhibitor	12-LOX inh	rTrxR1 inhibitor	ERG-DNA inh	JMJD2A Tudor inh	RGS4 inhibitor	HP1b chromo inh	SMILES
-4%	-2%	6%	-3%	45%[activator]	-5%	7%	-1%	36%	Cc1nc(C(=O)Nc2ccc(Cl)cc2)sc1C1(C)CC(c2ccccc2)=NO1 (configuration not stated)
11%	-17%	i	-5%	21%	2%	-16%[11.4 µM]	6%[11.4 µM]	68%[activator]	C=CCn1c(SCC(=O)NCC(=O)OCC)nnc1-c1cccc(OC)c1
-1%	2%	-3%	-17%	9%	1%	4%	-16%	57%[activator]	COc1ccc(NC(=O)CC2C(=O)N(c3ccc(F)cc3)C(=O)N2Cc2cccnc2)cc1 (configuration not stated)
-6%	21%	?	-3%	10%	5%	-23%	-8%[56.9 µM]	61%[activator]	Cc1csc(NC(=O)c2sccc2C)n1

(listing goes on)
Each structure is followed by: Pin1 inh | GLS inhibitor | PGK inhibitor | 12-LOX inh | rTrxR1 inhibitor | ERG-DNA inh | JMJD2A Tudor inh | RGS4 inhibitor | HP1b chromo inh
> CCN(CC)S(=O)(=O)c1ccc(NC(=O)CCN2C(=O)C3CC=CCC3C2=O)cc1 (configuration not stated)
  3% | -2% | -3% | -25% | 16% | 2% | ? | -12% | 67%[activator]
> Cc1ccc(C)c(Cn2nnc3c(=O)[nH]c(C4CCCN(S(=O)(=O)Cc5ccccc5)C4)nc32)c1 (configuration not stated)
  0% | 2% | 3% | 16% | 25% | 6% | 0% | -9% | 18%
> CN(C)S(=O)(=O)c1ccc(Cl)c(NC(=O)C2CCN(S(=O)(=O)c3cccs3)CC2)c1
  12% | 10% | 4% | -5% | 11% | 1% | -7% | 11% | 24%
> O=C(OCc1ccc([N+](=O)[O-])cc1)C1CC(=O)N(CCc2ccccc2)C1 (configuration not stated)
  0% | -6% | -3% | -22% | 4% | -2% | -21% | 9% | 0%
> CCN(CC(=O)NC)S(=O)(=O)c1ccc(C)cc1
  1% | 6% | -6% | -17% | 17%[57.1 µM] | -7% | -3% | -11% | 11%
> COc1ccccc1CCNC(=O)C1CCN(C(=O)/C=C/c2ccccc2)CC1
  1% | -4% | 6% | -21% | 19% | 0% | -12% | -11% | 30%
> CC(=O)C1=C(O)C(=O)N(c2ccccn2)C1c1ccc(C)cc1 (configuration not stated)
  -2% | -4% | i | 1% | 16%[57.1 µM] | -1% | -14% | -12% | 14%
> CCCOc1ccc([C@@H]2C3CN(C(=O)OCC)CC=C3C(C#N)=C(N)C2(C#N)C#N)cc1OC (some centres not stated)
  ? | -6% | -10% | ? | -28% | -20% | -12% | -37% | 27%
> COc1ccc(OCCCC(=O)NC(C)c2ccccc2)cc1 (configuration not stated)
  1% | 0% | i | 0% | 12% | -2% | -5%[11.4 µM] | -10%[11.4 µM] | -4%
> CC1(C)CC(=O)/C(=C(\O)c2ccccc2)C(=NCCc2ccccc2)C1
  -1% | 15% | i | -16% | -4% | -1% | -28% | 20% | -4%
> Cc1onc(-c2ccccc2)c1C(=O)NCc1ccccc1F
  ? | -6% | 2% | -21% | 7% | -1% | 12% | -11% | 22%
> O=P(Cc1cccc[n+]1[O-])(c1ccccc1)c1ccccc1
  -1% | 6% | 1% | 0% | 11% | 1% | -8% | 13% | 34%
> COc1ccc(/C=N/NC(=O)c2[nH]ncc2Br)c(OC)c1
  -4% | 2% | nt | 8% | 15% | nt | -16% | 3% | 40%[activator]
> N#Cc1ccccc1Cn1c(=O)n(Cc2ccc(C(=O)NCc3ccco3)cc2)c(=O)c2sccc21
  24% | 1% | -5% | 13% | 9% | -1% | -25% | -17% | 21%
> C=CCn1c(C)nnc1SCC(=O)c1c(N)n(C2CC2)c(=O)[nH]c1=O
  -2% | 3% | -7% | -9% | 16% | 3% | -8% | 10% | 21%
> O=C(NOCc1ccccc1)OCc1ccccc1
  ? | 5% | 6% | 1% | 13% | -1% | -1% | -18% | 34%
> O=C(O)CC1C(=O)OCN1C(=O)OCc1ccccc1 (configuration not stated)
  -8% | -4% | -6% | -4%[57.4 µM] | 9% | nt | -9% | 2% | 12%
> CSCCC(NC(=O)c1ccccc1Br)C(=O)N1CCN(C(C)=O)CC1 (configuration not stated)
  -1% | -2% | 1% | 190%[activator] | 5% | 1% | -9% | 0% | 36%
> C[C@@H](OC(=O)c1[nH]cnc1C(=O)NCc1ccc(CNC(=O)OC(C)(C)C)cc1)c1ccccc1
  ? | 6% | -4% | ? | -4%[57.1 µM] | 0% | ? | -7% | 25%
> COC(=O)CCCC1=CC2=C(c3ccccc3)C(=O)C(C)(OC(=O)C3CCCC3)C(=O)C2=CN1c1ccccc1 (configuration not stated)
  -1% | 4% | 3% | ? | ? | -2% | ? | -6% | -22%
> COc1ccc(CC(=O)Nc2ccc(-c3cn4ccc(C)cc4n3)cc2)cc1
  50%[activator] | 6% | -2% | 0% | -3% | 0% | -6% | ? | 22%
> C/C(=C\C(=O)c1ccc(C)o1)Nc1ccc2c(c1)OCO2
  0% | 22% | 3% | ? | ? | -11% | ? | -13% | -21%
> COCc1cc(=O)c2ccccc2o1
  0% | -1% | -9% | ? | 23% | 1% | -1% | 4% | 46%[activator]
> Cc1c(NC(=O)C23CC4CC(CC(C4)C2)C3)c(=O)n(-c2ccccc2)n1C
  -10% | -3% | -6% | 0% | 25% | 12% | 3% | 8% | 23%
> COc1cccc(CNc2nn[nH]n2)c1OC
  8% | 1% | -5% | 0% | 12%[57.1 µM] | -6% | 9% | -8% | 24%
> CCn1c(CC(=O)Nc2ccc(C)cc2)nnc1SCC(=O)Nc1nc(C)cs1
  8% | 54%[activator] | i | 0% | -5% | 4% | ? | -16%[56.9 µM] | -14%
> O=C(NCCO)/C(=C/c1cccc([N+](=O)[O-])c1)NC(=O)c1ccco1
  -7% | 2% | -11% | -15% | 14%[57.1 µM] | -6% | -16% | 4% | 7%
> CCCCCn1c(N)c(-c2nc3ccccc3s2)c2c([N+](=O)[O-])nn(C)c(=O)c21
  -9% | -3% | -1% | 0% | 0% | -7% | ? | 34% | -19%
> COc1ccc(S(=O)(=O)Nc2cccc(C(C)=O)c2)cc1Br
  -16% | 3% | -5% | 5% | 37%[activator][57.1 µM] | 12% | -13% | -14% | -19%
> COC(=O)CCP(=O)(O)Cc1ccccc1CP(=O)(O)CCC(=O)OC
  -2% | 7% | 4% | ? | 3%[57.1 µM] | -3% | ? | 19% | 12%
